Insulin prom inh: TRM-6 insulin promoter activity inhibition; TRM-6 cells (human fetal islet line), insulin promoter-eGFP reporter, imaging; reporter expression induced with tamoxifen; inhibition, % at 2 µM; 130,000 compounds, 0.9% hits;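 active = inhibition above the mean plus 3 SD, with well images judged a real hit on visual review, cut at about 60% in these data, passing the limit was not always enough; inconclusive = inhibition over the cutoff but images rejected on review; inactive = inhibition not above the cutoff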
SDO1 yeast rescue: sdo1-depleted yeast growth rescue; S. cerevisiae sdo1-depleted JHY4D growth rescue, OD600 30 h; active compounds read high; pdr5 snq2 efflux-pump mutant strain; z-score at 10 µM; AID 817; 140,000 compounds, 0.21% hits;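 active = z-score above 3 at both the 24 hr and the 30 hr optical density reads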;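 note: z-score against mean and SD of all compound wells on the same plate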
SDO1 yeast rescue Rescue 24 h: also measured in SDO1 yeast rescue; calls as there; z-score; S. cerevisiae sdo1-depleted JHY4D growth rescue, OD600; measured here: growth rescue at 24 h;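 0 is the plate mean of compound wells and units are plate SD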
Numbers without * were called inactive; ? = inconclusive; . = not tested or not shown.

SMILES	Insulin prom inh	SDO1 yeast rescue	SDO1 yeast rescue Rescue 24 h
CC(C)n1c(-c2ccc(C(C)(C)C)cc2)n[nH]c1=S	-38.2	-1.45	-0.52
CCS(=O)(=O)Nc1ccc(-c2cc(-c3ccccc3)c3cc(C)ccc3n2)cc1	.	0.06	1.13
Cc1c(Cl)cccc1NC(=O)[C@@H](NC(=O)c1ccccc1Cl)C(C)C	-48.6	0.83	1.44
O=C(CNC(=S)N(Cc1ccccc1)Cc1cccs1)NCc1ccc(F)cc1	0.0	.	.
CCCCNC(=O)c1ccccc1NC(=O)CCC	50.0	.	.
Clc1ccc(Cc2ccccc2)nn1	0.0	1.14	0.12
Cc1n[nH]c(C)c1SCC(=O)Nc1ccc(F)cc1	-43.8	0.31	0.07
CCOC(=O)/C(C#N)=C/c1ccc(OC)c(OC)c1	.	0.44	0.63
O=C(NC1CCCCC1)C1c2ccccc2C(=O)N1Cc1ccc2c(c1)OCO2 (stereo not given)	25.9	.	.
Cc1ccc(-c2nc(C3CCCN(S(=O)(=O)c4ccc(C(C)(C)C)cc4)C3)no2)cc1 (stereo not given)	.	-0.24	-0.1
COc1ccc(C)cc1NC(=O)c1ccc(OC(F)F)cc1	-20.0	1.06	0.37
COc1cc(C)nc(NCc2ccccc2)n1	21.2	-0.26	-0.27
COc1cccc(OC)c1C(=O)Nc1ccc2c3c(cccc13)CC2	16.1	-0.04	-0.78
O=C(O)CN1C(=O)/C(=C\c2cn(CC(=O)N3CCOCC3)c3ccccc23)SC1=S	-5.0	.	.
Cc1ccc(/C=N\NC(=O)Cc2cccn2C)o1	-22.2	.	.
Cc1nc2nc(C)n(-c3ccccc3)c2s1	3.0	0.51	-0.11
COCCCNC(=O)Cn1nnc(-c2ccc(NC(=O)c3ccccc3F)cc2)n1	-5.6	-0.78	-0.96
CC(C)CCNC(=O)CCCOc1ccccc1	-28.1	0.39	-0.01
C=CCn1c(C)c(C(C)=O)c(N2CCOCC2)nc1=S	3.1	0.52	0.12
O=C(CSc1nnc(SCC(=O)NCc2ccc3c(c2)OCO3)s1)NCc1ccc2c(c1)OCO2	9.1	-0.19	-0.38
CC(=O)c1ccc(N2CCN(C(=O)Nc3ccc(F)cc3F)CC2)cc1	0.0	.	.
Cc1cccc(C)c1OCC(=O)OCC(=O)c1ccc2c(c1)NC(=O)CO2	9.1	-0.3	-0.92
O=C(CCCNS(=O)(=O)c1cccc2nsnc12)NCc1ccc(F)cc1	16.7	-0.63	-0.98
COC(=O)[C@@H]1C2CCC(C(=O)Nc3ccccc3)(CC2)[C@@H]1C(=O)OC	.	0.28	0.56
CCC(C)Nc1nc(OC)nc(N(C)C#N)n1 (stereo not given)	.	0.56	-0.02

Continued; the last 5 above are carried over.
SMILES	Insulin prom inh	SDO1 yeast rescue	SDO1 yeast rescue Rescue 24 h
CC(=O)c1ccc(N2CCN(C(=O)Nc3ccc(F)cc3F)CC2)cc1	0.0	.	.
Cc1cccc(C)c1OCC(=O)OCC(=O)c1ccc2c(c1)NC(=O)CO2	9.1	-0.3	-0.92
O=C(CCCNS(=O)(=O)c1cccc2nsnc12)NCc1ccc(F)cc1	16.7	-0.63	-0.98
COC(=O)[C@@H]1C2CCC(C(=O)Nc3ccccc3)(CC2)[C@@H]1C(=O)OC	.	0.28	0.56
CCC(C)Nc1nc(OC)nc(N(C)C#N)n1 (stereo not given)	.	0.56	-0.02
CC1(C)NC(=O)N(CCCCSc2ccc(Cl)cc2)C1=O	-500.0	0.66	0.68
O=C(O)CSc1ccc2ccccc2n1	-44.0	0.2	0.36
COc1cccc(-n2c(SCC(=O)NCc3ccco3)nnc2-c2c[nH]c3ccccc23)c1	.	0.32	0.03
CCOc1ccccc1CN1CCC(O)CC1	-9.7	-0.07	0.23
CCOC(=O)C(C(=O)OCC)c1cc(Br)c2noc3c2c1C(=O)c1ccccc1-3	-35.5	-1.14	-1.52
O=C1N=C(N2CCC(Cc3ccccc3)CC2)S/C1=C/c1cn[nH]c1-c1ccccc1	-15.6	-0.17	-0.64
COc1ccc(CCNC(=O)CCCN2C(=O)c3ccccc3C2=O)cc1OC	-62.5	0.09	-1.12
O=C(CSc1ncn[nH]1)c1ccc2c(c1)OCO2	63.6	1.39	1.89
Cc1nc(SCC(=O)NC2CCCC2)[nH]c(=O)c1Cc1ccccc1	11.4	0.25	-0.91
CCCSc1nc2c(c(=O)n1-c1ccc(OCC)cc1)SCC2	40.6	-1.05	-0.61
CCCCn1c(CN2CCN(CCO)CC2)nc2ccccc21	-68.6	1.21	1.16
Cc1ccc(CN2CCN(c3ncccn3)CC2)o1	2.9	0.62	0.1
c1ccc(SCCOCCn2cncn2)cc1	44.2	2.02	3.96
CCOC(=O)N1CCN(c2c(N3CCN(c4ccccn4)CC3)c(=O)c2=O)CC1	0.0	0.38	0.42
CN(C)c1ccc(C(=O)c2ccc(N(C)C)c(N)c2)cc1N	10.3	-0.17	-0.4
COC(=O)c1ccc(Cl)c(NS(=O)(=O)c2ccc3c(c2)OCCO3)c1	5.2	-1.47	-1.82
Cc1cc(=O)n2nc(N3CCCC(C(=O)NCc4ccc5c(c4)OCO5)C3)sc2n1 (stereo not given)	3.2	0.09	-0.48
N/C(Cc1ccc(Cl)cc1)=N\OC(=O)c1cccc2ccccc12	-56.8	-2.22	-1.82
C(=N\NC(=Nc1ccccc1)c1ccccn1)/c1ccccn1	-13.9	0.95	0.22
CCCCOc1ccc(C(=O)O)cc1	56.2	-0.13	-0.11
CN(C)S(=O)(=O)c1ccc(C(=O)Nc2ccc(CCC(=O)N3CCCC3)cc2)cc1	-448.6	0.15	-0.42
Cc1cc(C)nc(SCc2cc(=O)c(OC(=O)c3cccc([N+](=O)[O-])c3)co2)n1	3.3	0.2	0.54
COC(=O)c1[nH]c2ccc(Cl)cc2c1NC(=O)CCN1CCN(C2CCCCC2)CC1	.	0.28	-0.14
COc1ccc(F)cc1S(=O)(=O)Nc1ccc2c(c1)OCCO2	.	0.49	-0.58
CC(=O)NCCc1cc2ccc(C)cc2[nH]c1=O	18.2	0.37	-0.35
(further entries)
SMILES	Insulin prom inh	SDO1 yeast rescue	SDO1 yeast rescue Rescue 24 h
CCC1(CC)NC(=O)N(Cc2nc3ccccc3s2)C1=O	-16.7	.	.
CCCN1CCN(C(=O)CCCn2c(C)c3cnn(-c4ccccc4)c(=O)c3c2C)CC1	.	-1.18	-1.43
CCCN(CCC)S(=O)(=O)c1ccc(NC(=O)C2CCCO2)cc1 (stereo not given)	-50.0	0.53	0.66
CCOC(=O)Cc1csc(NC(=O)/C=C/c2cccc(Br)c2)n1	0.0	.	.
CC(=O)/C(CN1CCCCC1)=N\O	50.0	1.64	1.45
CCCc1nn(-c2cc(Cl)ccc2OC)c2c1C(=O)CC(C)(C)C2	.	-1.01	-0.92
CC1(C)CNC(=O)c2sc(NC(=O)c3ccccc3)nc2C1	25.0	.	.
CCC(CC)C(=O)Nc1cccc(C(=O)N2CCCC2)c1	22.1	1.41	1.72
Cc1occc1C(=O)Nc1ccccc1C(=O)O	6.5	0.27	-0.23
Cc1c(C(=O)O)oc2c1C(=O)CC(C)(C)C2	14.3	.	.
CCOc1ccc(N(CC(=O)Nc2ccccc2C(=O)NCc2ccco2)S(C)(=O)=O)cc1	3.3	-0.8	-1.19
Cc1ccc(-n2c(C)cc(C(=S)N3CCOCC3)c2C)cc1C	39.1	-0.89	0.23
O=S(=O)(Nc1ccccc1F)c1ccc2nsnc2c1	-15.2	1.84	0.59
CCN(CC)C1=CC(=[N+]2CCCC2)CC(C)(C)C1	42.9	0.69	-0.49
CC/C(=N\NC(=O)c1ccc(-c2ccccc2)cc1)C12CC3CC(CC(C3)C1)C2	.	0.05	0.79
Cc1ccc(-c2nnc(SCC(=O)N3CCCC3)o2)cc1	31.4	0.91	0.43
O=C(/C=C/c1ccc(F)cc1)NCCCN1CCN(CCCNC(=O)/C=C/c2ccc(F)cc2)CC1	8.6	0.2	-0.31
CCCNC1=C(C)C(=O)CC1	.	1.49	2.17
Cc1ccc2c(ccc(=S)n2C)c1	17.6	.	.
O=C(CN1C(=O)S/C(=C\c2ccccc2)C1=O)NNC(=O)c1ccccc1O	24.1	-0.96	-0.13
CCN(CC)CCNc1nc2c(c(=O)n(C)c(=O)n2C)n1C/C=C(/C)Cl	.	1.09	1.11
COc1ccc(C(=O)Nc2sc3c(c2C(=O)O)CC(C)(C)OC3)cc1	-32.3	1.02	0.05
Cc1ccc(SCc2ccc(C(=O)Nc3cccc([N+](=O)[O-])c3)cc2)cc1	23.3	-1.12	-0.18
CCOc1ccc(NC(=O)C2Cc3ccccc3CN2S(=O)(=O)CC)cc1 (stereo not given)	-94.1	.	.
Cc1cnn(C(=S)NCc2ccc(Cl)cc2)c1	-37.8	-0.42	-0.29

Among those listed so far, these have a thiophene ring, fused or not.
SMILES	Insulin prom inh	SDO1 yeast rescue	SDO1 yeast rescue Rescue 24 h
O=C(CNC(=S)N(Cc1ccccc1)Cc1cccs1)NCc1ccc(F)cc1	0.0	.	.
COc1ccc(C(=O)Nc2sc3c(c2C(=O)O)CC(C)(C)OC3)cc1	-32.3	1.02	0.05

Next part.
SMILES	Insulin prom inh	SDO1 yeast rescue	SDO1 yeast rescue Rescue 24 h
CCC(=O)Nc1cc(-c2nn(C)c(=O)c3ccccc23)ccc1N1CCOCC1	-33.3	0.62	0.4
O=C(NCC(c1cccnc1)N1CCN(c2ccc(F)cc2)CC1)C1CCCCC1 (stereo not given)	-85.7	-1.2	-1.22
C/C(=N\N(C)C)C1=C(O)c2ccccc2C1=O	.	-0.14	-0.52
O=C(CCS(=O)(=O)c1ccccc1)Nc1nc2c(s1)COc1ccccc1-2	.	-0.67	-0.83
COc1ccc(C(=O)Nc2nnc(Cc3cccs3)s2)cc1OC	12.5	0.36	1.89
Cc1cc(C(=O)NCC2CCCO2)n(-c2ccccc2)n1 (stereo not given)	.	-0.57	-1.14
CC1CCc2c(C(=O)N3CCN(S(=O)(=O)c4cccs4)CC3)csc2C1 (stereo not given)	.	-1.43	-0.52
CCCC(=O)NC(Nc1ccc(S(=O)(=O)Nc2cc(C)on2)cc1)(C(=O)OCC)C(F)(F)F (stereo not given)	.	0.87	0.35
O=C(NCc1cn(-c2ccccc2)nc1-c1ccccc1)c1ccc([N+](=O)[O-])cc1	-67.7	-0.41	-0.26
CC(C)(C)c1ccc(C(=O)CSc2n[nH]c(=O)[nH]c2=O)cc1	-49.1	1.03	1
O=C(Nc1cccc(Br)c1)c1ccccc1-c1ccccc1	.	-1.51	-2.01
S=c1[nH]nc(-c2cc(-c3ccco3)[nH]n2)n1-c1ccccc1Cl	13.9	0.42	0.03
CC(OC(=O)CN(C)S(=O)(=O)c1ccc(Cl)cc1)C(=O)Nc1ccc(N2CCOCC2)cc1 (stereo not given)	.	1.28	1.68
CCC(CC)C(=O)Nc1ccccc1NC(C)=O	20.0	0.78	0.96
c1csc(CNc2nc(-c3cccs3)nc3ccccc23)c1	-7.1	.	.
O=C(Nc1nccs1)c1csc2c1CCCC2	30.8	-1.23	-1.25
O=c1cc(-c2ccccc2F)nc(-c2ccccc2F)o1	-6.7	-0.18	-0.01
O=S(=O)(Cc1nc2ccccc2s1)c1ccccc1	.	0.48	0.55
COc1ccc(CC(=O)NCCc2ccc(Cl)cc2Cl)cc1	-14.3	.	.
CCOc1ccc2nc(NCCCNS(=O)(=O)c3ccccc3)c(C#N)cc2c1	5.6	-1.6	-0.99
O=c1[nH]nc(CSCc2ccccc2Cl)[nH]1	31.2	0.18	-0.31
O=C(NCCc1c[nH]c2ccccc12)Nc1ccccc1	0.0	0.51	0.58
CCc1c(C)sc(NC(=O)CCc2ccc(OC)cc2)c1C(N)=O	27.5	-0.4	0.12
Cc1cc(C)nc(N2CCC(C(=O)Nc3ccc4c(c3)OCO4)CC2)n1	.	-0.07	-0.88
c1ccc(-c2nnc(CN3CCC4(CC3)OCCO4)o2)cc1	?	-0.21	-0.08
The listing continues.
SMILES	Insulin prom inh	SDO1 yeast rescue	SDO1 yeast rescue Rescue 24 h
Cc1cccc(Nc2nc(N)nc(CSc3nccn3C)n2)c1	51.3	1.34	1.24
O=C(N/N=C/c1cccnc1)c1ccc(NC(=O)C(c2ccccc2)c2ccccc2)cc1	20.0	-0.43	-0.73
CCOC(=O)c1cc(C(C)=O)c(=O)n(C)c1N	.	1.09	0.48
COc1ccc(NC(=O)c2cnc(C)cn2)c2ncccc12	-78.6	0.48	0.48
Cc1cccc(-c2nc(CN3CCCC(C(=O)NC4CCCCC4)C3)c(C)o2)c1 (stereo not given)	-50.0	-1.88	-1.41
C=CCn1c(=N)n(CC(=O)c2ccc(Br)s2)c2ccccc21	-46.1	1.22	1.62
O=c1oc2ccccc2cc1NCc1ccccc1O	.	-1.43	-1.19
O=C(N/N=C/c1ccco1)c1ccc(Br)o1	.	0.86	1.25
O=C(Nc1nccs1)c1ccc(CSc2nnnn2-c2ccccc2)cc1	5.3	-1.3	-0.66
CC(=O)N1CCC(C(=O)c2ccc(Cl)cc2)CC1	-22.6	0.63	1.17
COc1ccc(NC(=S)N2CCCC2)cc1	0.0	1.42	1.4
O=C(Nc1nncs1)C(Sc1ccccc1)c1ccccc1 (stereo not given)	24.2	-1.1	-0.88
COc1ccc(OC)c(-n2c(CNC3CCN(Cc4ccccc4)CC3)nc3ccccc3c2=O)c1	10.0	2.06	1.79
CC1=NC(C(F)(F)F)(C(F)(F)F)C(C#N)=C(C)N1	-8.6	-0.29	-0.82
COCCN(C(=S)Nc1ccccc1C)C(C)c1cccnc1 (stereo not given)	18.8	1.04	1.36
CCCCCCC(=O)Nc1cc2c(C)cc(=O)oc2cc1C	-10.3	-1.4	-0.85
COc1ccc2oc(C(=O)OCc3c(C)noc3C)c(C)c2c1	5.9	.	.
COC(=O)Cc1ccc(NC(=O)c2cccs2)cc1	-460.0	0	-0.52
